HT1080NT lethal: kills 2HG-producing HT-1080-NT fibrosarcoma cells | Potency, µM (titrated, usually from 46.1 µM), for inactives: at the highest dose activity, negative = less viability, most hits filed as cytotoxic | HT-1080-NT fibrosarcoma viability, CellTiter-Glo ATP luminescence, 48 h | AID 686970 | 1.6% of 360,000 active;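 also: NT is the 2HG producing partner of a matched IDH1 knockdown line; 0% = DMSO-treated cells and -100% = media-only wells without cells; nearly all actives have a fitted effect of over 55% in size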
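Viability by CellTiter-Glo luminescence after 48 h compound exposure at 37C of HT-1080-NT cells (750/well, RPMI, 5% FBS). % activity scaled between DMSO wells and medium-only wells, then curve-fitted and categorized by curve class.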
HEK293 tox: cytotoxicity in counter-screen for GLP-1R inverse agonists; 0.13% of 410,000 active; HEK293 cAMP-luciferase reporter cells, luminescence, 24 h; AID 624418; Potency, µM (doses to about 38.3 µM), without a hit: at the top dose activity change, negative = inhibition, most hits filed as inhibitors;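 also: loss of luciferase light is scored as toxicity; % is scaled to controls: 0 for no effect and ±100 for the full control effect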
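Seeding density was 200 cells/uL; after overnight-length (12 h) culture, 23 nL compounds went on for 24 h at 37 °C. Readout used a luciferase detection reagent, luminescence taken after 12 min at room temperature.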
HT1080 IDH1KD tx: kills HT-1080 cells with IDH1 knockdown; HT-1080 IDH1 knockdown viability, ATP luminescence, 48 h; Potency, µM (titrated, usually from 46.1 µM), inactives show at the top dose activity, negative = toxicity, most hits filed as cytotoxic; 2% of 360,000 active; AID 686971;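 also: 0% = DMSO wells and -100% = cell-free medium wells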
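After a 2 h attachment period, IDH1KD HT-1080 cells took pin-transferred compound for 48 h at 37 °C; ATP-based luminescence after 10 min room-temperature reagent incubation reported viability.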
GLP1R ag: GLP-1 receptor (human) agonism; P43220; HEK293 GLP-1R CRE-luciferase, luminescence, 4-6 h; cells express a hypersensitive GLP-1R form; Potency, µM (highest dose often 45.6 µM), inactives show top-dose activation, usual class: activators; 0.007% of 380,000 active; also: % of control where 0% means no effect
Target sequence (P43220 whole entry, looked up): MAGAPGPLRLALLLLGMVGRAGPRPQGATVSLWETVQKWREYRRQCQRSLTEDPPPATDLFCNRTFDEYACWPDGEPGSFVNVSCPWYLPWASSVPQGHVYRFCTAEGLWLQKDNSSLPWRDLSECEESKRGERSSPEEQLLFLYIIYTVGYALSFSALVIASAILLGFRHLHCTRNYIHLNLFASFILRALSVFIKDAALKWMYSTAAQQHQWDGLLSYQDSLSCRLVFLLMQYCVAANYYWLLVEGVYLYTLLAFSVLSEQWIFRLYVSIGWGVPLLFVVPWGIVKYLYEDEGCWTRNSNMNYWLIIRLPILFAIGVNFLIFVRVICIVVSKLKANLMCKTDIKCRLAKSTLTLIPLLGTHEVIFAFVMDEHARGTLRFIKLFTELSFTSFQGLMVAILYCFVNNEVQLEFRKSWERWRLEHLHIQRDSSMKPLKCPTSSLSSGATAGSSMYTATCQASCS
KB-V1 cytotox: KB-V1 MDR subline cytotoxicity; KB-V1 MDR cells viability, CellTiter-Glo, 72 h; Potency, µM (series often up to 46.1 µM), inactives show at the top dose activity change, negative = cytotoxicity, hits mostly cytotoxic; 3.4% of 400,000 active; AID 1347076; also: % is scaled to controls: 0 for no effect and ±100 for the full control effect; nearly all actives have a fitted effect of over 60% in size
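Cytotoxicity toward P-gp-expressing KB-V1 cells was determined as loss of CellTiter-Glo luminescence after 72 h at 37 degrees C. Compounds were tested in quantitative HTS format across a concentration range, with curves fitted to normalized data.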
KB-3-1 cytotox: KB-3-1 parental cell cytotoxicity | KB-3-1 viability, CellTiter-Glo ATP luminescence, 72 h | Potency, µM (highest dose often 46.1 µM), for the others: at the top dose activity change, negative = cytotoxic, most hits filed as cytotoxic | 1.4% of 400,000 active | AID 1347075; also: % is scaled to controls: 0 for no effect and ±100 for the full control effect; nearly all actives have a fitted effect of over 60% in size
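Here the drug-naive KB-3-1 line serves as comparator for MDR sub-line selectivity; cells received compound titrations, 72 h at 37 °C, then CellTiter-Glo readout.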
SW480 rerep: induces DNA re-replication in SW480 colon adenocarcinoma cells; SW480 DNA re-replication, Hoechst DNA content imaging, 48 h; Potency, µM (highest dose often 46.1 µM), for inactives: at the highest dose re-replication activation, usual class: activators; 1.8% of 340,000 active; AID 624297; also: % of control where 0% means no effect; nearly all actives have a fitted effect of over 55% in size
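Image-based DNA-content assay: after two days of treatment, nuclei were labelled with the DNA dye Hoechst and imaged, and hits were compounds raising the count of nuclei showing high fluorescence intensity.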
GLP-1R inv ag: inverse agonists of human GLP-1 receptor; HEK293 GLP-1R CRE-luciferase, luminescence, 24 h; GLP-1R form is constitutively active; P43220; 1.6% of 410,000 active; Potency, µM (doses to about 38.3 µM), for the others: at the top dose activity change, negative = inhibition, hits mostly inhibitors; also: % is scaled to controls: 0 for no effect and ±100 for the full control effect; nearly all actives have a fitted effect of over 55% in size
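Cells are plated, allowed 12 hours at 37 deg C, then treated with compounds for 24 hr before luciferase detection reagent is added and luminescence is read after 12 min at room temperature. The HEK293 line carries constitutively active GLP-1R with a cAMP-responsive reporter.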
TDP43 rescue: TDP-43 toxicity inhibition in yeast; Potency, µM (series often up to 46.1 µM), inactives show at the highest dose growth rescue (activation), hits mostly activators; 1.8% of 410,000 active; AID 652104; TDP-43 expressing yeast growth rescue, BacTiter-Glo, 24 h; also: % of control where 0% means no effect; nearly all actives have a fitted effect of over 50% in size
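Galactose-induced TDP-43 yeast, OD600=0.02, compound pinned; 24 hr, 30 deg C; BacTiter-Glo luminescence for growth. Inhibitors of TDP-43 toxicity read as activators.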
The depositor's hits bear a star; u = inconclusive; x = no result given; [ ] = dose if it differs, or a comment. Calls follow the shape of the dose curve; as a rule, active = well fitted curve in the direction sought with a large enough effect; inconclusive = small, poorly fitted or top-dose-only effect, or another doubt; inactive = no such curve, though single readings can be large; an effect the other way counts as inactive or inconclusive. Potency is read from the fitted curve at half-maximal effect.

SMILES | HT1080NT lethal | HEK293 tox | HT1080 IDH1KD tx | GLP1R ag | KB-V1 cytotox | KB-3-1 cytotox | SW480 rerep | GLP-1R inv ag | TDP43 rescue
CCOC(=O)C1=CN(CC)S(=O)(=O)NC1CC (configuration not stated) | 2% | 8% | 7% | -2% | -3% | 0% | -43%[inhibitor] | 1% | 15%
COC(=O)c1ccc(NC(=O)C23CC4CC(C2)CC(n2cnc(Cl)n2)(C4)C3)cc1 | -12% | 139%[activator] | -9% | -1% | u | 0% | -10% | u | 25µM*
CN(C)C(=O)CSc1nc(-c2ccccc2)c(-c2ccccc2)o1 | 0% | 5% | 0% | 16% | u | 0% | -5% | u | 8%
COc1ccc(C2C(C#N)=C(N)Oc3c2c(-c2ccccc2)nn3-c2ccccc2)c(OC)c1OC (configuration not stated) | -26% | -5% | -12% | -19% | u | -7% | -6% | 13% | 8%
COCCCn1c(SCc2cccc(C(F)(F)F)c2)nc2cc(OC)c(OC)cc2c1=N | 3% | 2% | 8% | -6% | 7% | 7% | -6% | 2% | -6%
O=C(c1ccco1)N1CCN(C(=O)C2(S(=O)(=O)c3ccc(Cl)cc3)CC2)CC1 | 4% | 10% | 9% | -14% | -2% | 0% | 2% | 70%[activator] | -14%
COCc1cc(Sc2ccc(Cl)cc2Cl)nc(-c2ccccc2)n1 | -4% | 2% | -2% | 5% | 0% | 0% | 7% | 3% | 17%
CC(=O)N(CCc1ccccc1)Cc1cc2cc(C)ccc2[nH]c1=O | -6% | -8% | -7% | -7% | -8% | -1% | -56%[inhibitor] | -4% | -19%
COc1cc(OC)cc(C(=O)Nc2cccc(NC(=O)c3cccs3)c2)c1 | 0% | -9% | 2% | 10% | u | 9% | x | -17% | 24%
O=C(Nc1cccc(Cl)c1)Nc1nnc(-c2ccncc2)s1 | u | -30% | 10µM* | -14% | u | 13µM* | 12µM* | u | -1%
Cc1ccc(S(=O)(=O)N2CCN(C(=O)c3cc4c(s3)CCCC4)CC2)c(C)c1 | -2% | -2% | -2% | -2% | 2% | -16% | -11% | -14% | 11%
CCOC(=O)C1CCCCN1S(=O)(=O)c1csc(C(N)=O)c1 (configuration not stated) | x | 5% | x | x | 1% | 7% | x | -2% | -9%
CCN(CC(=O)Nc1ccc(NC(C)=O)cc1)C(=O)c1cccc(N2C(=O)c3ccccc3C2=O)c1 | -1% | 1% | -2% | -3% | u | 13% | -10% | 0% | 7%
CCNC(=S)N/N=C/c1ccc(OCc2ccc(C(=O)OC)cc2)cc1 | 14% | -20% | 15% | 0% | 8% | 5% | -5% | -7% | -7%
O=C1NCCN(Cc2cccc(Oc3ccccc3)c2)C1CC(=O)N1CCCCO1 (configuration not stated) | -4% | -6% | -4% | -1% | u | -13% | 21% | -10% | -4%
CCCCN(CC)CCCNC(=O)c1cc2cc3ccc(OC)cc3nc2o1 | -18% | u | -20% | 14% | -25% | -17% | 7% | u | -23%
Cc1ccc(S(=O)(=O)NCc2ccc(C(=O)N3CCN(c4ccccc4)CC3)cc2)cc1 | -12% | 0% | u | 9% | -9% | -18% | 1% | u | 2%
CCOc1cc2[nH]c(=O)n(Cc3ccccc3)c(=O)c2cc1OCC | -4% | -15% | -7% | -6% | -15% | 2% | -5% | 0% | -4%
Cc1ccc(O)c(-c2cc(C(F)(F)C(F)F)nc(-c3ccccc3)n2)c1 | 0% | 5% | 2% | 11% | 0% | -10% | -4% | 0% | -11%
CCN(CC)S(=O)(=O)c1ccc(NC2CCN(Cc3ccccc3)CC2)nc1 | -2% | -11% | -2% | 12% | -26% | 3% | 3% | u | -4%
Cc1ccc(NC(=O)C(C)N2CCN(C)CC2)cc1S(=O)(=O)N1CCOCC1 (configuration not stated) | 6% | -4% | 0% | -5% | u | 17% | 1% | 18% | 5%
COc1cc(CN2CCC(Cc3ccccc3)CC2)cc(OC)c1OC | 6% | 8% | 8% | -4% | 11% | 4% | 1% | -25% | 1%
COc1ccccc1-c1cc(-c2ccc(O)cc2)nc(N)c1C#N | 0% | -5% | -3% | 13% | -5% | -15% | -5% | 12% | 32µM*
Cn1ncc2c(N3CCOCC3)ncnc21 | -27% | 52%[activator] | 2%[9.24 µM] | 3% | 15% | 0% | u | 63%[activator] | -29%
COc1ccc(C#Cc2c(C=O)n(C)c3ccccc23)cc1 | -21% | 85%[activator] | -11% | 7% | 4% | u | 21µM* | u | 5%

(cont.)
SMILES | HT1080NT lethal | HEK293 tox | HT1080 IDH1KD tx | GLP1R ag | KB-V1 cytotox | KB-3-1 cytotox | SW480 rerep | GLP-1R inv ag | TDP43 rescue
COc1ccc(C(=O)C(C)N(C(=O)c2ccc(Cl)cc2Cl)N2C(=O)C3C4C=CC(C4)C3C2=O)cc1 (configuration not stated) | -1% | -8% | -7% | 1% | 0% | 6% | 13% | -1% | u
COc1cc2c(c(OC)c1OC)C(c1ccc(O)cc1)CC(=O)O2 (configuration not stated) | 6% | 0% | 2% | 4% | 0% | 0% | 6% | 10% | 11%
CCOC(=O)C1=C(O)C(=O)NC(c2ccccc2)=C(OC2CCCCC2)C1 | -10% | 3%[1.53 µM] | -10% | 0% | 15µM* | u | -1% | 10% | -3%
COc1ccc(N(Cc2cc3ccc(C)cc3[nH]c2=O)C(C)=O)cc1 | 0% | -3% | -5% | 5% | -13% | -1% | -4% | -6% | 0%
Nc1ccccc1C(=O)C[C@H](N)C(=O)O | 3% | -9% | -3% | -1% | 13% | 0% | -69%[inhibitor] | -5% | 29%
S=C(Nc1cccnc1)NC1CCCCCCC1 | 6% | -4% | 12% | 7% | 3% | 5% | -6% | u | 13%
Cn1c(SCc2nc3ccccc3[nH]2)nnc1-c1cnccn1 | 10% | -3% | 6% | 7% | 3% | -1% | -7% | 9% | 23%
Cc1onc(-c2ccccc2)c1NC(=O)Nc1ccc(OC(F)F)cc1 | 7% | -1% | 9% | -7% | -9% | 4% | -19% | u | 15%
CCOc1ccc(NC(=O)CC(C)S(=O)(=O)c2ccc3c(c2)NC(=O)CO3)cc1 (configuration not stated) | -2% | -5% | 1% | -2% | u | 4% | u | 5% | -4%
CC(C)OCCCNC(=O)Cc1ccc(Br)cc1 | 10% | -7% | -1% | -4% | -19% | 10% | -64%[inhibitor][1.84 µM] | 7% | x
O=C(CCCCCCC(=O)c1ccccc1)c1ccccc1 | -4% | 7% | 3% | 6% | u | -4% | 2% | 3% | 7%
COc1ccc(OC)c(NC(=O)c2ccc3c(c2)CCN3S(C)(=O)=O)c1 | -3% | -1% | 0% | 5% | -27% | -1% | 5% | 14% | -2%
CCOc1ccc(-c2nnc3ccc(SCC(=O)Nc4cc(C)on4)nn23)cc1 | 26% | -12% | 13% | 12% | -8% | -7% | -8% | 11% | -3%
Cc1ccc(CCN2C(=O)CCC2(C)C(=O)NCc2cccnc2)cc1 (configuration not stated) | 13% | 1% | 5% | 1% | 12% | 1% | 1% | u | -17%
CC1CCN(c2ccc(S(=O)(=O)Nc3cc(C(=O)O)cc(C(=O)O)c3)cc2[N+](=O)[O-])CC1 | 21% | -1% | 20% | 0% | 14% | 8% | -8% | -5% | -26%
COc1ccccc1C(=O)NNC(=O)C(=O)NCc1ccccc1 | -6% | 2% | -28% | 1% | -19% | 2% | -4% | -1% | -3%
O=C(CSc1nncc2ccccc12)Nc1ccc(C(=O)O)cc1 | -5% | 2% | -1% | -6% | u | 13% | 13% | 0% | -4%
CC(C)(C)c1nc2scc(-c3ccc(Br)cc3)c2c(=O)o1 | 29% | 14% | 10% | 0% | 3% | -6% | -4% | 3% | -2%
O=C(O)CC1=C(O)C(=O)N(c2ccccc2)C1c1ccc(Br)cc1 (configuration not stated) | 0% | -7% | 12% | -10% | 28% | -2% | -2% | -6% | 4%
CC1Cc2ccccc2N1C(=S)NC(=O)c1cccc(Br)c1 (configuration not stated) | -8% | u | -2% | 5% | u | u | 18% | u | u
COc1cc(OC)cc(C(=O)Nc2cccnc2)c1 | 1% | -16% | 4% | 15% | 15% | 3% | -11% | 15% | -7%

A run of entries from further up:
SMILES | HT1080NT lethal | HEK293 tox | HT1080 IDH1KD tx | GLP1R ag | KB-V1 cytotox | KB-3-1 cytotox | SW480 rerep | GLP-1R inv ag | TDP43 rescue
COc1ccc(OC)c(NC(=O)c2ccc3c(c2)CCN3S(C)(=O)=O)c1 | -3% | -1% | 0% | 5% | -27% | -1% | 5% | 14% | -2%
CCOc1ccc(-c2nnc3ccc(SCC(=O)Nc4cc(C)on4)nn23)cc1 | 26% | -12% | 13% | 12% | -8% | -7% | -8% | 11% | -3%
Cc1ccc(CCN2C(=O)CCC2(C)C(=O)NCc2cccnc2)cc1 (configuration not stated) | 13% | 1% | 5% | 1% | 12% | 1% | 1% | u | -17%
CC1CCN(c2ccc(S(=O)(=O)Nc3cc(C(=O)O)cc(C(=O)O)c3)cc2[N+](=O)[O-])CC1 | 21% | -1% | 20% | 0% | 14% | 8% | -8% | -5% | -26%
COc1ccccc1C(=O)NNC(=O)C(=O)NCc1ccccc1 | -6% | 2% | -28% | 1% | -19% | 2% | -4% | -1% | -3%
O=C(CSc1nncc2ccccc12)Nc1ccc(C(=O)O)cc1 | -5% | 2% | -1% | -6% | u | 13% | 13% | 0% | -4%
CC(C)(C)c1nc2scc(-c3ccc(Br)cc3)c2c(=O)o1 | 29% | 14% | 10% | 0% | 3% | -6% | -4% | 3% | -2%
O=C(O)CC1=C(O)C(=O)N(c2ccccc2)C1c1ccc(Br)cc1 (configuration not stated) | 0% | -7% | 12% | -10% | 28% | -2% | -2% | -6% | 4%
CC1Cc2ccccc2N1C(=S)NC(=O)c1cccc(Br)c1 (configuration not stated) | -8% | u | -2% | 5% | u | u | 18% | u | u
COc1cc(OC)cc(C(=O)Nc2cccnc2)c1 | 1% | -16% | 4% | 15% | 15% | 3% | -11% | 15% | -7%

No enrichment for hits (roughly 9.4% active in at least one column).
